Screening results (PubChem)
CatS inh – human cathepsin S inhibition | P25774 | recombinant cathepsin S, AMC dipeptide fluorescence, pooled mixtures | inhibition, %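 (tested at 5 µM per compound within 10-compound mixtures)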 | 0.06% of 62,000 active; in the data active = inhibition above about 32%, passing the limit was not always enough;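 also: 0% = enzyme without compound and 100% = blank without enzyme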
Target sequence (P25774 115-331 limits assumed): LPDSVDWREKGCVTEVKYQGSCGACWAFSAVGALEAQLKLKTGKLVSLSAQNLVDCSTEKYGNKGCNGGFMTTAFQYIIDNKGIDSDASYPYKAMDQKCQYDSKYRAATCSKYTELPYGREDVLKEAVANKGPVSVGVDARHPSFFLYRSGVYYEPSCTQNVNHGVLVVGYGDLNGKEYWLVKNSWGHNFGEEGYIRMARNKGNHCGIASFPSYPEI
CatL block – inhibitors of human cathepsin L. AID 460. inhibition, %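 (tested at 10 µM)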. 0.17% of 58,000 active. purified cathepsin L, fluorogenic substrate, fluorescence. P07711; in the data active = inhibition above about 45%;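 also: 0% = enzyme with no compound and 100% = no enzyme blank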
Target sequence (P07711 114-288 limits assumed): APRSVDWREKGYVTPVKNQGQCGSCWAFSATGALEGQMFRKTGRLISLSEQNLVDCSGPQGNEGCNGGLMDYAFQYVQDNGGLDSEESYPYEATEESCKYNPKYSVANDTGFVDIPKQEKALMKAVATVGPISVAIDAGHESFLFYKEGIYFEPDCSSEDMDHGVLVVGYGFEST
Target sequence (P07711 292-333 limits assumed): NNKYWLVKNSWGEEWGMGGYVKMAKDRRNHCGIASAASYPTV
CatB mix inh – human cathepsin B inhibition by mixtures; 0.06% of 62,000 active; P07858; AID 488; Purified cathepsin B, AMC dipeptide fluorescence, compound mixtures; inhibition, %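 (ten-compound pools at 5 µM per compound and 50 µM total)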; in the data active = inhibition above about 22%, passing the limit was not always enough;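 also: 0% = enzyme without compound and 100% = no enzyme blank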
ROCK2 inh – blocks human Rho kinase 2 activity; O75116; purified ROCK2, Kinase-Glo ATP depletion luminescence; inhibition, % at 6 µM; 0.35% of 60,000 active; AID 604;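 active = inhibition above the screen-wide mean inhibition plus 3 SD, cut at about 18% in these data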;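 also: plate controls were DMSO wells for no effect and Y-27632 control wells after no-enzyme background subtraction for full effect; many of its hits are not listed in these tables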
Her2 expr inh – Her2 kinase expression inhibition. P04626. HER2 level % of control, % at 10 µM. 0.69% of 65,000 active. SKBR-3 HER2 protein level, AlphaScreen, 18-24 h; hits give low values;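 active = HER2 level under 5% of the carrier-only control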;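 also: 100% = DMSO carrier and 0% = 500 nM PU-H71 HSP90 inhibitor; lower value means stronger loss of Her2 protein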
CatB block – blocks human cathepsin B protease activity. 0.1% of 63,000 active. purified cathepsin B, fluorogenic substrate, fluorescence. inhibition, %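 (tested at 10 µM)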. P07858; in the data active = inhibition above about 21%;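 also: 0% = enzyme with no compound and 100% = no enzyme blank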
CatG inh – cathepsin G (human) inhibition | P08311 | purified enzyme, AMC-tetrapeptide fluorescence, pooled mixtures | inhibition, % at 5 µM (by protocol) | 0.2% of 62,000 active;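 active = inhibition above 20% in each of the two mixture wells holding the compound; inactive = inhibition of 20% or less in either well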;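 also: 0% = enzyme control without mixture and 100% = blank lacking enzyme; strong numbers were not always called active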
Target sequence (P08311 21-244 limits assumed): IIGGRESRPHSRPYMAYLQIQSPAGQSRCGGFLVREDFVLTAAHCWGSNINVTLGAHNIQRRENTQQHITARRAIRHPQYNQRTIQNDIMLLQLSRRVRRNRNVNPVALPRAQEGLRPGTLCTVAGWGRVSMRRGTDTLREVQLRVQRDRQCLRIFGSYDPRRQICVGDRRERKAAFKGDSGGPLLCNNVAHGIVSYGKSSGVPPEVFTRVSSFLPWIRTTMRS
PKA kinase inh – inhibitors of human protein kinase A. PKA Kemptide phosphorylation, Kinase-Glo ATP luminescence. inhibition, % at 6 µM. 0.1% of 65,000 active. AID 524;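 active = inhibition above the screen-wide mean inhibition plus 3 SD, cut at about 21% in these data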; also: many of its hits are not listed in these tables
C1s inh – human complement C1s inhibition. purified C1s, fluorogenic AMC substrate, pooled mixtures. mean inhibition % of two 10-compound mixtures (hits give high values), % at 5 µM (by protocol). 0.16% of 62,000 active. AID 538;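 active = inhibition above 20% in each of the two 10-compound mixture wells holding the compound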;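 also: 0% = enzyme wells lacking compound mixture and 100% = no-enzyme blank wells; some compounds called inactive have numbers as strong as hits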
Numbers without * were called inactive; . = no result given. Some of the compounds tested; the hit share may differ from the screen's.

CatS inh	CatL block	CatB mix inh	ROCK2 inh	Her2 expr inh	CatB block	CatG inh	PKA kinase inh	C1s inh	Compound
.	34	.	-10	38	-1	.	1	.	O=C(Nc1ccc2c(c1)OCO2)c1cc2n(n1)C(C(F)(F)F)CC(c1ccccc1)N2 (stereo not given)
0	-16	-1	1	135	8	-7	6	-4	CCC(CC)C(=O)Nc1cccc(C(=O)N2CCOCC2)c1
-8	1	-2	-9	86	-2	5	-5	-23	C=CCNC(=O)CSc1ccc(Cl)cc1
11	13	0	4	101	-3	9	9	15	CCO/C=C1/C(=O)N(CC)c2ccccc21
6	.	1	.	124	2	5	-2	3	COc1nc(NC(C)=O)nc(C)c1Br
-6	-9	2	-3	83	-6	-6	0	-36	CC(=O)Nc1ccc(S(=O)(=O)Nc2ccc(S(=O)(=O)N3CCCCCC3)cc2)cc1
-4	-2	4	0	82	-3	-2	0	-37	CC(C)(C)c1csc(NC2=NS(=O)(=O)c3ccccc32)n1
1	5	0	6	77	2	5	3	4	Clc1ccc(Br)cc1-c1nc(-c2cccnc2)no1
13	3	8	-4	91	-3	5	6	3	CCOC(=O)c1nn(-c2sc(C(=O)OC)c(C)c2C(=O)OC)cc1O
-6	1	5	7	90	3	10	10	17	O=C(NCCN1CCOCC1)NC1(C(F)(F)F)Oc2ccc(Cl)cc2O1 (stereo not given)
-4	-6	4	-3	91	0	10	4	17	O=C(Nc1ccc(-c2nc3ccccc3o2)cc1)C1CCCO1 (stereo not given)
0	3	0	1	100	0	8	4	1	O=S(=O)(c1ccc2nc(COc3ccccc3)[nH]c2c1)N1CCOCC1
.	-7	.	-2	99	-2	.	-7	.	O=C1CCC(=O)N1CN(Cc1ccco1)CN1C(=O)CCC1=O
0	1	2	-2	116	3	3	1	-43	CCOC(=O)Nc1cccc2ccccc12
9	10	-2	10	127	10	7	4	-13	COc1ccc(-c2nnc(SC(C)C#N)o2)cc1 (stereo not given)
-1	4	3	5	113	3	10	4	17	O=C(C1CCN(S(=O)(=O)c2ccc(F)cc2)CC1)N1CCOCC1
-8	-15	1	6	116	2	8	12	-20	COc1ccc(-c2cc(C(F)(F)F)n3nc(C(=O)Nc4cc(C)on4)cc3n2)cc1OC
4	11	5	-2	85	2	10	-4	18	COc1ccc(N(CC(=O)Nc2cc(C(=O)O)ccc2C)S(=O)(=O)c2c(C)noc2C)cc1
-2	-6	4	0	87	0	11	2	-10	CCOC(=O)c1c(C)c(C(=O)NCc2ccc3c(c2)OCO3)c(C)n1CC
-4	-1	-1	15	136	-2	7	5	-14	O=C1NC2c3ccccc3C(=O)N2c2c1cnn2-c1ccccc1 (stereo not given)

A second format for part of the listing above.
Each structure is followed by: CatS inh	CatL block	CatB mix inh	ROCK2 inh	Her2 expr inh	CatB block	CatG inh	PKA kinase inh	C1s inh
> O=C(NCCN1CCOCC1)NC1(C(F)(F)F)Oc2ccc(Cl)cc2O1 (stereo not given)
→ -6	1	5	7	90	3	10	10	17
> O=C(Nc1ccc(-c2nc3ccccc3o2)cc1)C1CCCO1 (stereo not given)
→ -4	-6	4	-3	91	0	10	4	17
> O=S(=O)(c1ccc2nc(COc3ccccc3)[nH]c2c1)N1CCOCC1
→ 0	3	0	1	100	0	8	4	1
> O=C1CCC(=O)N1CN(Cc1ccco1)CN1C(=O)CCC1=O
→ .	-7	.	-2	99	-2	.	-7	.

Further results.
CatS inh	CatL block	CatB mix inh	ROCK2 inh	Her2 expr inh	CatB block	CatG inh	PKA kinase inh	C1s inh	Compound
17	14	4	-3	136	-3	14	1	-31	O=c1c2cnn(-c3ccc(F)cc3)c2ncn1Cc1cccnc1
1	0	-7	-1	80	-4	-3	-4	-43	Cc1ccccc1OCc1nnc(SCC(=O)Nc2ccc3c(c2)OCO3)n1C
1	-9	4	2	99	3	9	-7	14	CN(CC(=O)NC1CCCCCCC1)S(=O)(=O)c1cccc2cccnc12
7	-12	-3	8	111	2	10	6	0	COCc1nn2c(N)c(C#N)cnc2c1-c1ccccc1
-13	8	1	-4	102	-4	10	-4	11	Cc1cc(SCC(=O)Nc2ccccc2)nc(C)n1
-19	-249	-24	-3	95	-13	-24	-2	-101	N=c1c(S(=O)(=O)c2ccc(Cl)cc2)cc2c(=O)n3ccccc3nc2n1CCN1CCOCC1
-6	4	0	1	71	6	6	4	13	O=S(=O)(c1cccc(-c2csc(-c3cccnc3)n2)c1)N1CCCCC1
-5	.	3	4	94	-1	7	4	3	Cn1c(NC(=O)Cc2ccc(F)cc2)cc(=O)n(C)c1=O
2	-14	4	6	93	2	10	11	2	CC(C)N(c1ccccc1)c1ccc(NC(=O)C2CCCO2)cc1 (stereo not given)
2	1	-1	-4	83	4	-3	-2	-5	Cc1ccc(C(=O)Nc2ccccc2NC(=O)c2ccc(C)o2)o1
5	5	-4	8	120	1	-4	6	-2	CCOCC(=O)Nc1c(C(=O)OCC)oc2ccccc12
3	2	5	.	99	-1	0	2	-28	O=S(=O)(Nc1cccnc1)c1ccc(C2CCCCC2)cc1
7	-13	5	-7	194	3	-12	-2	-26	CC(=O)[C@@H]1[C@@H]2C(=O)N(c3ccc(F)c(Cl)c3)C(=O)[C@@H]2C2c3ccccc3C=CN21 (stereo not given in full)
-3	9	2	5	94	-2	9	10	1	O=C1N2CN(C(c3ccccc3)c3ccccc3)CN=C2SC1(CO)CO
-4	-3	0	6	79	-1	-4	2	-27	NC(=O)N1CC(O)CC1C(=O)Nc1ccc(Cl)c(Cl)c1 (stereo not given)
-1	-10	6	3	98	0	13	-6	15	CCn1c(=Nc2ccc(N3CCOCC3)cc2)ccc2ccccc21
-3	1	4	4	116	-4	-2	4	-23	Cc1cc(C)n(C(=O)CN2C(=O)COc3ccccc32)n1
-2	0	3	4	115	4	7	7	1	CCOC(=O)CSc1nnc(C2CCCCC2)n1C
2	-17	-5	-6	93	-3	2	-7	-1	O=C(O)CSCCn1cccn1
-18	-55	-18	2	71	-16	-25	6	-154	Nc1ccc(-c2nnc(-c3ccc(-c4ccccc4)cc3)o2)cc1
7	23	4	2	96	6	9	5	12	N#CC(C(=O)NC1CC1)c1nc2ccccc2nc1N1CCCC1 (stereo not given)
-1	2	2	0	84	-1	-3	0	-16	C=CCSc1nc2c(cnn2-c2ccc(C)c(C)c2)c(=O)[nH]1
8	7	4	2	134	-1	11	7	-3	Nn1c(Cc2cccc3ccccc23)nnc1SC1CCOC1=O (stereo not given)
3	.	-2	-7	89	4	-7	4	-13	CC(C)n1c(NCc2cc(Cl)ccc2O)nc2ccccc21
4	6	-4	-1	102	0	-2	1	-21	CNc1oc(C)nc1S(=O)(=O)c1ccc(C)cc1
2	2	2	4	96	0	12	-1	-7	CC(=Nc1cccc(O)c1)c1sc2ccccc2c1O
9	8	4	.	77	5	11	1	-32	CCOC(=O)c1sc2nc(CC(=O)OC)nc(NCc3ccco3)c2c1C
22	0	3	1	105	4	-11	5	-14	O=C(CN1CCN(c2ccc(F)cc2)CC1)Nc1nnc(-c2ccccc2)s1
0	9	3	3	84	4	7	4	1	Cc1ccc(OCc2nnc(SCC(=O)NCc3ccccc3)n2C)cc1
19	15	5	5	86	4	-2	6	-1	O=C(O)c1ccc2c(c1)C(=O)N(c1cc(C(=O)O)ccc1Br)C2=O
-8	-1	4	-3	-8.0*	2	6	2	-3	CCOc1cc(C(=O)NCCOC)ccc1OC
.	.	.	5	98	.	.	8	-35	c1ccc(C(CN2CCOCC2)c2ccccc2)cc1
-6	0	12	-2	91	4	0	-6	0	COc1ccc(C2CC(c3cc(Br)ccc3F)n3nnnc3N2)cc1 (stereo not given)
12	12	8	-6	116	1	9	2	14	CCC(C)n1[nH]c(=O)c2c(C)cc(C)nc21 (stereo not given)
7	7	3	0	-3.6*	2	-13	-6	-4	CC(C)Cc1nc2oc3c(N4CCN(CCO)CC4)ncnc3c2c2c1CCCC2
2	12	0	9	102	5	6	10	-13	COc1ccc2c(c1)C(=O)OC2CC(=O)O (stereo not given)
-1	9	3	5	89	4	7	9	9	CCCCCOC(=O)CSc1nnc(-c2cc(OC)c(OC)c(OC)c2)o1
-3	-3	-1	2	89	-1	-4	4	-23	O=C1c2oc3ccc(Cl)cc3c(=O)c2C(c2ccccn2)N1CCCN1CCOCC1 (stereo not given)
1	.	1	-3	99	-2	9	2	-37	COCc1nc(-c2ccc(-c3ccc(OC)cc3)nc2OC)no1
4	-2	2	3	89	2	15	0	7	CC1CCCCN1C(=O)Cn1nnc(-c2cccnc2)n1 (stereo not given)

Her2 expr inh: entries above that show a hit
CatS inh	CatL block	CatB mix inh	ROCK2 inh	Her2 expr inh	CatB block	CatG inh	PKA kinase inh	C1s inh	Compound
-8	-1	4	-3	-8.0*	2	6	2	-3	CCOc1cc(C(=O)NCCOC)ccc1OC
7	7	3	0	-3.6*	2	-13	-6	-4	CC(C)Cc1nc2oc3c(N4CCN(CCO)CC4)ncnc3c2c2c1CCCC2

Next section.
CatS inh	CatL block	CatB mix inh	ROCK2 inh	Her2 expr inh	CatB block	CatG inh	PKA kinase inh	C1s inh	Compound
15	-5	1	2	44	7	-5	5	-9	CC(NC(=O)c1nn(C)c(=O)c2ccccc12)c1ccccc1 (stereo not given)
6	.	0	4	82	3	10	7	6	C=CCn1c(NCCO)nc2sc3c(c2c1=O)CCC3
2	.	-2	3	46	.	2	6	6	COc1ccccc1N1CCN(C(=O)COc2ccc(Cl)cc2Br)CC1
3	-7	4	5	87	6	6	11	8	C/C(O)=c1/ccc2cccc3nc(C)nc1c23
10	8	0	1	76	-1	4	0	3	C=CCN1C(=O)CSc2ccc(C(=O)NCc3ccco3)cc21
-5	14	-4	3	149	4	7	10	-6	O=S(=O)(c1ccccc1Cl)N1CCCC(c2nc(-c3cccnc3)no2)C1 (stereo not given)
13	0	5	2	79	-3	0	5	-7	COCc1[nH]nc2c1C1(C(=O)Nc3ccc(F)cc31)C(C#N)=C(N)O2 (stereo not given)
-6	-6	-1	4	76	0	1	6	-46	COc1ccc(Nc2cc(C(=O)NCCCN3CCN(C)CC3)c3ccccc3n2)c(OC)c1
.	5	.	2	117	-1	.	-3	.	O=S(=O)(O)c1nc2ccccc2n1Cc1ccc(Cl)cc1Cl
1	0	-1	7	104	0	-6	9	-20	CCC(C)c1ccc(O)c(NC(=O)c2ncn[nH]2)c1 (stereo not given)
-2	.	1	5	51	4	5	8	-29	COc1ccc(OC)c(NC(=O)c2[nH]c(C)c(C(C)=O)c2C)c1
15	10	0	5	90	6	-4	-4	-20	CCc1cc2cc(C(=O)Nc3ccccc3F)sc2s1
5	19	6	1	81	3	9	8	-1	COc1ccc(NC(=O)c2cc(C3CC3)on2)c(OC)c1
18	12	-1	5	107	2	5	6	-24	CC(C)N1C(=S)SC(C)(C)C1NO (stereo not given)
.	-8	.	2	142	-1	.	2	.	CCCCSc1nnc2n(CCc3ccccc3)c(=O)c3c4c(sc3n12)COC(C)(C)C4
25	-2	3	4	84	8	-4	10	14	O=C(CN1CCCN(S(=O)(=O)c2ccc(Br)cc2)CC1)Nc1ccc2cn[nH]c2c1
12	9	1	4	98	0	12	9	13	Cn1c(C(=O)N2CCN(C(=O)c3ccco3)CC2)cc2c(=O)n(C)c3ccccc3c21
-3	-41	0	0	88	-1	1	-1	-28	CC(=O)N1CCN(C2=Nc3cccc4cccc2c34)CC1
-5	.	0	0	82	2	-6	-2	-36	O=C1C2=C(Nc3ccccc3SC2c2ccco2)c2ccccc21 (stereo not given)
-40	-3	5	4	113	2	7	11	-13	OC(COc1ccc2ccccc2c1)CN1CCOCC1 (stereo not given)
-6	6	-1	2	44	3	3	6	8	Cc1[nH]c2ccccc2c1NC(=O)CN1CCN(c2cccc(C(F)(F)F)c2)CC1
-7	-2	-2	5	77	1	-3	7	-40	O=c1oc(-c2cc3ccccc3o2)nc2sc3c(c12)CCCC3
15	23	4	-1	67	3	9	-1	12	CCC(C)(C)NC(=O)C(c1ccccc1F)N(Cc1ccco1)C(=O)c1csnn1 (stereo not given)
14	.	4	1	116	2	10	-4	15	O=C(Nc1ccccc1NC(=O)c1ccco1)c1ccco1
-2	.	-1	2	96	5	4	-1	-5	CCn1c(SC(C)C)nnc1-c1c[nH]c2ccccc12
5	-8	-1	4	121	0	16	2	-15	O=S(CCc1ccncc1)Cc1ccccc1 (stereo not given)
